# proCasp3 act: procaspase-3 (human) activation; P42574; recombinant procaspase-3 D3A, Ac-DEVD-pNA absorbance 405 nm; activation, % at 8.5 µM; actives 0.11% (n = 330,000); AID 463141;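 active = activation above the mean of all tested compounds plus 3 SD, cut at about 21% in these data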;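 note: 0% = DMSO alone and 100% = DMSO wells spiked with extra 5 µM PC-3 D3A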
#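 Assay system – Procaspase-3 D3A mutant, all three cleavage aspartates alanine · Controls – DMSO-only low control, 5 µM PC-3 D3A high control · Schedule – 1 h compound preincubation, 2 h substrate hydrolysis at 25 °C · Signal – 405 nm absorbance of p-nitroaniline, reads at 0 and 120 min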
# EBNA-1 inhibitor: blocks EBNA-1 binding to DNA; EBNA-1 DNA binding, fluorescence polarization; inhibition, % at 14.8 µM; AID 1950; actives 0.34% (n = 300,000); in the data active = inhibition above about 28%
# ZTA DNA inh: ZTA (EBV) inhibition in EBNA-1 counter-screen; P03206; ZTA-DNA binding, fluorescence polarization; inhibition, % at 11 µM; actives 0.15% (n = 320,000); AID 2234; in the data active = inhibition above about 33%
# MEP2 TOR yeast: alters MEP2-GFP fluorescence in TOR pathway yeast screen; S. cerevisiae MEP2-GFP strain, flow cytometry GFP, 3 h; 100% = DMSO control level; GFP response vs DMSO, % at 10 µM; actives 0.51% (n = 330,000);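 active = GFP response versus DMSO above a set limit, roughly screen mean plus 3 SD, cut at about 180% in these data; inconclusive = fewer than 70 cells counted for a yeast strain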;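 note: median GFP fluorescence of the barcode-gated MEP2-GFP cells per well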
# AHR activator: human AHR activation | P35869 | AHR-responsive luciferase reporter cells, luminescence | activation, % at 5 µM | actives 2.5% (n = 320,000) | AID 2796; in the data active = activation above about 47%;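 note: 0% = vehicle wells and 100% = reference agonist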
# procasp7 counter: counter-screen for procaspase-3 activators: activators of human procaspase-7 | activation, % at 8.5 µM | P55210 | recombinant procaspase-7, Ac-DEVD-pNA absorbance 405 nm; D23A/D198A/D206A triple mutant, cannot self-cleave; scale: DMSO 0, 5 µM enzyme 100 | actives 0.093% (n = 330,000);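 active = percent activation above the screen-wide mean plus 3 SD, cut at about 25% in these data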
#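 Assay system: Uncleavable procaspase-7 mutant enzyme | Input: 2 µM procaspase-7 mutant as dispensed | Timing: 1 h compound preincubation, 2 h substrate cleavage, 25 °C | Repeats: One well per compound | Control set: DMSO wells as 0%, DMSO with 5 µM added PC-7 as 100% | Technique: Epi-absorbance of released pNA at 405 nm, two timepoints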
# RPL19A-GFP yeast: yeast TOR pathway RPL19A-GFP modulation. S. cerevisiae RPL19A-GFP strain, flow cytometry, 3 h; active compounds read low. percent response vs DMSO, % at 10 µM. actives 0.3% (n = 330,000). AID 2025;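 active = percent response vs DMSO below 50%; inconclusive = fewer than 70 events counted for the yeast strain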;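 note: median channel GFP fluorescence of the barcoded RPL19A-GFP strain; ratio of sample median GFP to plate DMSO average so 100% = DMSO; lower means less RPL19A-GFP as with rapamycin TOR inhibition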
# LAP4 TOR yeast: modulators of TOR pathway LAP4-GFP in S. cerevisiae. actives 0.34% (n = 320,000). S. cerevisiae LAP4-GFP multiplex, flow cytometry GFP, 3 h; median GFP as percent of DMSO wells. AID 2023. GFP response vs DMSO, % at 10 µM;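 active = GFP response vs DMSO above a set limit, about the screen mean plus 3 SD, cut at about 150% in these data; inconclusive = under 70 cell events counted for the yeast strain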
# The depositor's hits bear a star; ? = inconclusive; · = no result given; [ ] = dose if it differs, or a comment. This is a random part of the collection; overall some 3.8% were active at least once.
1) Cc1cccc(CN2CCC(CNC(=O)CSc3cc(=O)n(C)c4cc(Cl)ccc34)CC2)c1
2) O=C(Nc1ccc(N2CCCC2)cc1)c1ccc(Cl)cc1Cl
3) Cc1cccc(C)c1NC(=O)Cn1c(=O)c2cccn2c2ccccc21
4) Nc1nnc(-c2cccc(F)c2)s1
5) CC1CCCN(CC(=O)Nc2ccc(S(=O)(=O)N3CCCCCC3)cc2)C1 (stereo unspecified)
6) O=c1n(Cc2ccc(Cl)cc2)c2sc3c(c2c2ncnn12)CCCC3
7) CC1CCCC(C)N1C(=O)c1ccc(CS(=O)(=O)c2ccccc2)cc1 (stereo unspecified)
8) Cc1ccc(N(C)C(=O)N2CCN(c3ccccn3)CC2)cc1
9) O=C(Cc1ccccc1)Nc1ccccc1Oc1ccccc1
10) NS(=O)(=O)c1ccc(NC(=S)N2CCN(S(=O)(=O)c3ccc(F)cc3)CC2)cc1
entry no.	1	2	3	4	5	6	7	8	9	10
proCasp3 act	3	1	2	0	-3	5	-3	-4	5	0
EBNA-1 inhibitor	-4	-8	-2	-5	-12	6	-1	-3	13	10
ZTA DNA inh	-13	-19	23	-14	-13	-2	-13	-15	-16	-10
MEP2 TOR yeast	108	108	99	102	110	89	94	106	111	92
AHR activator	0	0	-1	4	-2	-1	1	0	0	1
procasp7 counter	-4	-8	5	-4	1	-6	4	-1	7	-18
RPL19A-GFP yeast	90	108	94	111	98	89	103	98	99	91
LAP4 TOR yeast	101	103	86	122	105	92	85	108	92	84

# Reformatted with tabs: entries from further up
entry	SMILES	proCasp3 act	EBNA-1 inhibitor	ZTA DNA inh	MEP2 TOR yeast	AHR activator	procasp7 counter	RPL19A-GFP yeast	LAP4 TOR yeast
4	Nc1nnc(-c2cccc(F)c2)s1	0	-5	-14	102	4	-4	111	122
5	CC1CCCN(CC(=O)Nc2ccc(S(=O)(=O)N3CCCCCC3)cc2)C1 (stereo unspecified)	-3	-12	-13	110	-2	1	98	105
6	O=c1n(Cc2ccc(Cl)cc2)c2sc3c(c2c2ncnn12)CCCC3	5	6	-2	89	-1	-6	89	92
7	CC1CCCC(C)N1C(=O)c1ccc(CS(=O)(=O)c2ccccc2)cc1 (stereo unspecified)	-3	-1	-13	94	1	4	103	85
8	Cc1ccc(N(C)C(=O)N2CCN(c3ccccn3)CC2)cc1	-4	-3	-15	106	0	-1	98	108
9	O=C(Cc1ccccc1)Nc1ccccc1Oc1ccccc1	5	13	-16	111	0	7	99	92
10	NS(=O)(=O)c1ccc(NC(=S)N2CCN(S(=O)(=O)c3ccc(F)cc3)CC2)cc1	0	10	-10	92	1	-18	91	84

# (listing goes on)
11) Cc1nc(NCCc2ccccc2)c2nnn(Cc3ccccc3Cl)c2n1
12) Cc1ccc(CN(C)C(=O)CN2C(=O)NC(c3ccccc3)(c3ccccc3)C2=O)c(C)c1
13) COc1ccc(OC)c(NC(=O)CCCc2ccccc2)c1
14) CCCOC(=O)c1ccc(NC(=O)c2cc(OC)c(OC)c(OC)c2Br)cc1
15) O=C(Nc1cccc(Cl)c1Cl)c1ccc(-c2ccccc2)cc1
16) Cc1cc(C)nc(OC(C(=O)O)C(OCc2ccccc2)(c2ccccc2)c2ccccc2)n1 (stereo unspecified)
17) CCc1nnc(NC(=O)CSc2nc(N)c(NC(=O)c3ccc(OC)cc3)c(=O)[nH]2)s1
18) S=C(Nc1ccccc1Cl)NC1CCC(NC(=S)Nc2ccccc2Cl)CC1 (stereo unspecified)
19) COC(=O)C1=C(C)NC(=O)/C1=C\c1cc(C)n(-c2cc(C)cc(C)c2)c1C
20) CCCc1nnc(NC(=O)c2cc3ccccc3o2)s1
entry no.	11	12	13	14	15	16	17	18	19	20
proCasp3 act	10	-2	10	4	8	-1	1	-2	2	10
EBNA-1 inhibitor	-2	·	-1	-3	10	8	5	-11	-1	9
ZTA DNA inh	-17	2	5	1	15	8	-4	-11	2	-1
MEP2 TOR yeast	103	95	113	109	107	97	94	102	89	97
AHR activator	1	0	2	-6	65*	0	-3	-1	1	23
procasp7 counter	21	-2	-7	12	1	9	7	4	-5	6
RPL19A-GFP yeast	101	88	105	99	99	96	98	96	89	103
LAP4 TOR yeast	92	92	93	93	104	80	100	102	90	91

21) COc1ccc(N=C2SC(C(N)=O)CC(=O)N2Cc2ccc3c(c2)OCO3)cc1 (stereo unspecified)
22) Fc1ccccc1Cc1noc(CN2CCN(Cc3ccc4c(c3)OCO4)CC2)n1
23) CCOc1cc(-c2nc(-c3ccncc3)no2)cc(OCC)c1OCC
24) Nc1c(Cl)cc(C2=NCCn3c2c2ccc(C(F)(F)F)cc2[n+]3[O-])cc1Cl
25) CSc1nnc2ccc(-c3cccs3)nn12
26) C#CCNC(=O)C1=C[C@@H](c2coc3ccccc3c2=O)C[C@@H](OCCCCO)O1
27) CCOCC(=O)Nc1ccccc1C(=O)O
28) CCOC(=O)N1CCN(S(=O)(=O)CCNC(=O)c2ccc(F)cc2)CC1
29) O=C(CSc1ccc(-c2ccccc2)nn1)c1ccccc1
30) O=S(=O)(Nc1ncccn1)c1ccc(Nc2ncnc3ccccc23)cc1
entry no.	21	22	23	24	25	26	27	28	29	30
proCasp3 act	-2	7	-7	0	5	3	2	0	-4	2
EBNA-1 inhibitor	10	9	-10	0	-5	-16	5	-13	40*	-9
ZTA DNA inh	10	3	5	4	-5	-3	6	-20	-5	-12
MEP2 TOR yeast	94	93	113	104	97	·	100	98	110	111
AHR activator	7	-1	10	54*	10	15	-1	1	22	3
procasp7 counter	-5	5	3	-8	1	-4	4	11	2	4
RPL19A-GFP yeast	94	98	99	101	92	·	102	95	107	111
LAP4 TOR yeast	103	102	104	100	115	·	106	107	101	107

31) CSc1ncccc1C(=O)OCC(=O)NC1CCC(C)CC1 (stereo unspecified)
32) CCCN1CCN(CCNC(=O)Nc2cc(C)ccc2C)CC1
33) O=C(NCCCn1ccnc1)C(=O)NCC1OCCN1S(=O)(=O)c1ccccc1 (stereo unspecified)
34) O=c1[nH]nc(-c2ccc(NCCCO)c([N+](=O)[O-])c2)c2ccccc12
35) C/C(=N\Nc1nc2ccccc2s1)c1cccs1
36) CCC(=O)N(CCC(c1ccc(C)cc1)c1ccco1)Cc1ccco1 (stereo unspecified)
37) Cc1ccc(C(=O)NCC(=O)Nc2ccncc2)cc1
38) CCC(C)(C)n1nnnc1C(c1cccs1)N1CCN(c2nc3ccccc3s2)CC1 (stereo unspecified)
39) Cc1ccc(-c2csc(N3CCN(c4cc5c(cc4Cl)nc(C)n5CCN4CCCCC4)CC3)n2)cc1
40) Cc1ccnc(NC(=O)c2ccc3[nH]c(=O)c(=O)[nH]c3c2)c1
entry no.	31	32	33	34	35	36	37	38	39	40
proCasp3 act	7	8	0	0	-3	3	9	3	-11	-3
EBNA-1 inhibitor	·	-4	-6	4	16	0	-1	2	8	-14
ZTA DNA inh	-13	-23	-6	9	-13	4	1	4	17	11
MEP2 TOR yeast	96	103	103	104	98	96	99[may fluoresce green]	96	101	113
AHR activator	1	1	4	2	58*	-1	5	2	5	8
procasp7 counter	6	9	2	3	-12	-3	5	-11	-11	-10
RPL19A-GFP yeast	96	103	102	108	90	97	104[may fluoresce green]	92	95	98
LAP4 TOR yeast	98	94	107	101	112	106	97[may fluoresce green]	109	128	93

41) COCC(=O)NC1CCN(S(=O)(=O)c2ccc(C(=O)O)cc2)CC1
42) Cc1cccc(Cn2c(=O)n(Cc3ccco3)c(=O)c3ccccc32)c1
43) Nc1ccc(-c2nc3cc(N)ccc3n2CCO)cc1
44) O=C1C2=C(NC(=S)NC2c2ccc(Cl)cc2)NC(c2ccc(Cl)cc2)N1c1ccc(Cl)cc1 (stereo unspecified)
45) COC(=O)c1ccc(NC(=O)COC(=O)C2CC(=O)N(Cc3ccccc3)C2)cc1 (stereo unspecified)
46) Cc1cc(NC(=O)Nc2cccc(Cl)c2)n(C(C)(C)C)n1
47) CCN1C(=O)C2(C(C#N)=C(N)Oc3n[nH]c(-c4ccc(Cl)cc4)c32)c2ccccc21 (stereo unspecified)
48) O=C(c1cccc(S(=O)(=O)N2CCOCC2)c1)N(Cc1ccc(F)cc1)Cc1ccco1
49) c1coc(CNc2nc3nonc3nc2NCc2ccco2)c1
50) O=C(Nc1ccc(C(F)(F)F)cc1)c1ccc(NC(=O)C2CCCO2)cc1 (stereo unspecified)
entry no.	41	42	43	44	45	46	47	48	49	50
proCasp3 act	-1	-3	4	7	2	-4	-1	0	-6	1
EBNA-1 inhibitor	16	1	1	-6	-12	-5	-1	-2	-7	7
ZTA DNA inh	2	7	-7	11	-11	11	-10	5	-16	13
MEP2 TOR yeast	98	93	101	391*[may fluoresce violet]	89	97	107	104	102	96
AHR activator	0	-3	5	47	2	4	3	9	0	-7
procasp7 counter	10	-3	3	12	3	-1	-6	5	-15	4
RPL19A-GFP yeast	99	96	100	56[may fluoresce violet]	92	91	105	103	99	98
LAP4 TOR yeast	95	110	102	?	83	82	95	99	103	111

51) O=C(CCc1nnc(CCCCc2ccccc2)o1)NCCCc1cccnc1
52) S=C(NCc1ccc2c(c1)OCO2)NCc1ccc2c(c1)OCO2
53) Cc1ccc(N2C(=O)[C@@H]3[C@H](C2=O)C2c4ccccc4C=NN2[C@@H]3C(=O)c2ccc(Cl)cc2)cc1 (stereo partly specified)
54) Cc1ccc(NC(=O)c2ccccc2F)cc1S(=O)(=O)N1CCCCCC1
55) CN(C(=O)c1cccc(Br)c1)C1CCS(=O)(=O)C1 (stereo unspecified)
56) Fc1ccc(-n2[nH]nnc2=S)cc1N1CCCC1
57) CCC(C)Nc1nc2ccccc2n2c(C)nnc12 (stereo unspecified)
58) CC1CN(C(=O)c2cn3ccccc3n2)CC(C)O1 (stereo unspecified)
59) CC(C)c1ccc(CN(C)CC(O)c2ccccc2)cc1 (stereo unspecified)
60) COc1ccc2c(c1)sc(=N)n2C
61) O=C(C1=C[C@@H](c2csc3ccccc23)C[C@@H](OCc2ccc(CO)cc2)O1)N1CCN(Cc2ccc3c(c2)OCO3)CC1
62) CCOc1ccc(NC(=O)CCCCn2c(=O)[nH]c3ccsc3c2=O)cc1
63) C=CCc1cccc2cc(NC(C)=O)c(=O)oc12
entry no.	51	52	53	54	55	56	57	58	59	60	61	62	63
proCasp3 act	5	-5	1	-5	5	-7	-13	3	-3	-8	1	6	-5
EBNA-1 inhibitor	-4	-1	-13	2	-11	1	-4	-7	-7	10	-12	2	13
ZTA DNA inh	9	9	-12	5	-4	0	-18	-9	-5	-11	5	-11	8
MEP2 TOR yeast	93	104	104	98	103	97	114	109	100	159	·	95	95
AHR activator	3	10	5	1	-1	0	8	27	-2	4	9	5	4
procasp7 counter	0	-16	0	2	9	-10	3	6	4	6	4	3	4
RPL19A-GFP yeast	98	107	105	102	100	93	112	102	95	86	·	94	96
LAP4 TOR yeast	111	104	91	92	96	109	108	100	97	98	·	90	100

# High-throughput results: PubChem BioAssay, several laboratories
